# ROC1-CUL1 inh: inhibitors of human ROC1-CUL1 ubiquitin ligase activity. in vitro K48 di-Ub FRET, acceptor:donor ratio, 45 min. inhibition, % at 10 µM. hit rate 0.6% among 140,000; in the data active = inhibition above about 25%
# Target sequence (P62877 whole entry, looked up): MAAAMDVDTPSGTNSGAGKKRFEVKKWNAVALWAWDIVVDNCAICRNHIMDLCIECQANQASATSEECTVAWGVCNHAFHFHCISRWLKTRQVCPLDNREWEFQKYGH
# Target sequence (Q13616 whole entry, looked up): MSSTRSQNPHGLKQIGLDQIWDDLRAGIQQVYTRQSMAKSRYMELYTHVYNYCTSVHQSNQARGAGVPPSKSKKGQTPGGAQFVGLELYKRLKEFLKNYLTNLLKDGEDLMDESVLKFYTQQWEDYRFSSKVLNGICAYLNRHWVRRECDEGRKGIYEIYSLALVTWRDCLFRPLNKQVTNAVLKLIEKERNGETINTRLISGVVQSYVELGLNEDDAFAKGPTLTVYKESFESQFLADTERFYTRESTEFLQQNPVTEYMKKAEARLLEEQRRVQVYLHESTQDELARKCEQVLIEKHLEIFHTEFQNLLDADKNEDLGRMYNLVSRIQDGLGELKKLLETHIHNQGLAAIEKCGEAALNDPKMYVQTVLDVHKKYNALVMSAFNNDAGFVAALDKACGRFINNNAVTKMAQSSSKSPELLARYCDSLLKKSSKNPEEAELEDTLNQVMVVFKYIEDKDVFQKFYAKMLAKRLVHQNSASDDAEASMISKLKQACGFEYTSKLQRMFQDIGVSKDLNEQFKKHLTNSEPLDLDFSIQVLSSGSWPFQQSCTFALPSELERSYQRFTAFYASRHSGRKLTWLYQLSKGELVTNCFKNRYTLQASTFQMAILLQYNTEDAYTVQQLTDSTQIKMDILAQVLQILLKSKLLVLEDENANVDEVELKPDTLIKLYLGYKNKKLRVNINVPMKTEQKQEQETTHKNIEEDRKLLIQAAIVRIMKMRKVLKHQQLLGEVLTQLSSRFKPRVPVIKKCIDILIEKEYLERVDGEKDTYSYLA
# An asterisk follows results filed as active. The list is partial, so the mix of outcomes need not match the whole.
# Start of the data: the first 23 entries as a preview:
Structure,ROC1-CUL1 inh
COc1ccc(N2C(=O)NC(=O)C3C2=NC(=O)C3(NC(=O)c2ccc(F)cc2)C(F)(F)F)cc1 (stereo not given),-11
O=C1NC(=O)N(c2ccc(F)cc2)C2=NC(C3CCCCC3)=NC(C(F)(F)F)(C(F)(F)F)C12 (stereo not given),-8
Cc1ccc(NC(=O)CCN2C(=O)c3ccccc3C2=O)c(Br)c1,-5
O=C(CC1C(=O)NCCN1Cc1cccc(F)c1F)NCCn1ccc2ccccc21 (stereo not given),16
CCCCSc1cnn(-c2ccccc2)c(=O)c1SCCCC,1
O=c1c2oc3ccccc3c2n(Cc2ccc(F)cc2)c(=O)n1Cc1ccco1,-4
COC(=O)[C@]1(C)C[C@H](C(=O)N2CCC(O)CC2)[C@H](c2ccc(Cl)cc2)N1C,-7
Cc1ccc(O)c(C2=Nc3ccccc3N=C(c3cccc(F)c3)C2)c1,1
CCOC(=O)c1c(-c2ccc(C)c(C)c2)csc1NC(=O)CN1C(=O)c2ccccc2C1=O,2
Clc1ccccc1-c1nnc(/C=C/c2cccc3ccccc23)o1,2
COc1cc(/C=C(/C#N)C(=O)O)cc(OC)c1,4
CN(C)Cc1ccccc1Oc1ccccc1,-1
CS(=O)(=O)Nc1cccc(C2OCCCO2)c1,1
CCCCCCCC(=O)N/N=C(/C)c1ccc(CC)cc1,2
O=C(O)CN1C(=O)c2cc(Cl)c(Cl)cc2C1=O,0
Cc1cc(C)nc(NC(=O)C2C3C=CC(C3)C2C(=O)O)c1 (stereo not given),2
CCc1ccccc1N(CC)C(=O)Cn1nc(Cc2ccncc2)c2ccccc2c1=O,7
CCN1CCN(CC#CCOc2cccc(OC)c2)CC1,4
O=C(Nc1ccc(Cl)cc1F)c1cnc2sc(N3CCOCC3)nn2c1=O,-3
CC1Cc2cc(S(=O)(=O)CCC(=O)NCc3ccc(Cl)cc3)ccc2N1C(=O)C1CC1 (stereo not given),-4
COc1ccc(S(=O)(=O)N(CC(=O)Nc2cccnc2)c2ccc(C)cc2)cc1OC,-5
CC(C)Oc1ccc(C(=O)NC(C)(C)C)cc1,10
Cc1nnc(NC(=O)c2nc(S(=O)(=O)Cc3ccccc3)ncc2Cl)s1,4

# All compounds of this part (from the top)
Structure,ROC1-CUL1 inh
COc1ccc(N2C(=O)NC(=O)C3C2=NC(=O)C3(NC(=O)c2ccc(F)cc2)C(F)(F)F)cc1 (stereo not given),-11
O=C1NC(=O)N(c2ccc(F)cc2)C2=NC(C3CCCCC3)=NC(C(F)(F)F)(C(F)(F)F)C12 (stereo not given),-8
Cc1ccc(NC(=O)CCN2C(=O)c3ccccc3C2=O)c(Br)c1,-5
O=C(CC1C(=O)NCCN1Cc1cccc(F)c1F)NCCn1ccc2ccccc21 (stereo not given),16
CCCCSc1cnn(-c2ccccc2)c(=O)c1SCCCC,1
O=c1c2oc3ccccc3c2n(Cc2ccc(F)cc2)c(=O)n1Cc1ccco1,-4
COC(=O)[C@]1(C)C[C@H](C(=O)N2CCC(O)CC2)[C@H](c2ccc(Cl)cc2)N1C,-7
Cc1ccc(O)c(C2=Nc3ccccc3N=C(c3cccc(F)c3)C2)c1,1
CCOC(=O)c1c(-c2ccc(C)c(C)c2)csc1NC(=O)CN1C(=O)c2ccccc2C1=O,2
Clc1ccccc1-c1nnc(/C=C/c2cccc3ccccc23)o1,2
COc1cc(/C=C(/C#N)C(=O)O)cc(OC)c1,4
CN(C)Cc1ccccc1Oc1ccccc1,-1
CS(=O)(=O)Nc1cccc(C2OCCCO2)c1,1
CCCCCCCC(=O)N/N=C(/C)c1ccc(CC)cc1,2
O=C(O)CN1C(=O)c2cc(Cl)c(Cl)cc2C1=O,0
Cc1cc(C)nc(NC(=O)C2C3C=CC(C3)C2C(=O)O)c1 (stereo not given),2
CCc1ccccc1N(CC)C(=O)Cn1nc(Cc2ccncc2)c2ccccc2c1=O,7
CCN1CCN(CC#CCOc2cccc(OC)c2)CC1,4
O=C(Nc1ccc(Cl)cc1F)c1cnc2sc(N3CCOCC3)nn2c1=O,-3
CC1Cc2cc(S(=O)(=O)CCC(=O)NCc3ccc(Cl)cc3)ccc2N1C(=O)C1CC1 (stereo not given),-4
COc1ccc(S(=O)(=O)N(CC(=O)Nc2cccnc2)c2ccc(C)cc2)cc1OC,-5
CC(C)Oc1ccc(C(=O)NC(C)(C)C)cc1,10
Cc1nnc(NC(=O)c2nc(S(=O)(=O)Cc3ccccc3)ncc2Cl)s1,4
CCOc1ccc2c(c1)-c1c(ssc1=Nc1cccc(NC(C)=O)c1)C(C)(C)N2,10
CCOC(=O)C1C(=O)C(C(=O)c2cc(F)c(Cl)cc2Cl)=CN=C1C (stereo not given),6
CC1=NN(C(=O)c2ccc(Cn3nc(C)c(Br)c3C)cc2)C(O)(C(F)(F)F)C1 (stereo not given),-3
CC1CC(OCC(S)CN2CCN(c3ccccc3F)CC2)CC(C)(C)C1 (stereo not given),5
CN1CCC(N(C)C(=O)c2cc3c(ccc4ccccc43)oc2=O)CC1,8
O=C1c2ccccc2-c2c1cnc1ccc3ccccc3c21,-6
COc1ccc(CN2CCN(C(=O)c3cccc(Cl)c3)CC2)c(OC)c1,3
Cc1ccc2oc(-c3ccc(C)c(NC(=O)C(C)(C)Oc4ccc(Cl)cc4)c3)nc2c1,6
COc1ccc(-c2noc(CSc3nnc(C)n3-c3ccc(F)cc3)n2)cc1,-6
Cc1ccc(C2C(C)C(NCCCN3CCN(c4ccc(F)cc4)CC3)NS2(=O)=O)cc1 (stereo not given),9
COc1ccc(Cl)cc1C(=O)N1CCN(c2ccccc2C)CC1,2
CN1CCc2nc3sc(C(=O)Nc4nc5ccccc5s4)c(N)c3cc2C1,10
CC(=O)N1c2ccccc2CCc2ccc(N)cc21,1
COc1ccc(C)cc1NS(=O)(=O)c1c(C(=O)N2CCC(C)CC2)c(C)n(C)c1C,-8
Cc1ccc(Cn2ncc3c(NCCN4CCOCC4)ncnc32)cc1,4
O=C(CCCCCC(=O)NN=C1CCCCC1)NN=C1CCCCC1,-8
CC(Sc1nc(-c2ccccc2)cc(C(F)(F)F)n1)C(=O)N(C)c1ccc(OC(F)(F)Cl)cc1 (stereo not given),-11

# In the list so far, these have an aryl thioether with sulfur outside any ring:
Structure,ROC1-CUL1 inh
CCCCSc1cnn(-c2ccccc2)c(=O)c1SCCCC,1
COc1ccc(-c2noc(CSc3nnc(C)n3-c3ccc(F)cc3)n2)cc1,-6
CC(Sc1nc(-c2ccccc2)cc(C(F)(F)F)n1)C(=O)N(C)c1ccc(OC(F)(F)Cl)cc1 (stereo not given),-11

# New compounds follow
Structure,ROC1-CUL1 inh
CCOC(=O)C1(CCOc2ccccc2)CCCN(C(=O)c2cnccn2)C1 (stereo not given),8
C=CCN1C(=N)CC(=O)N=C1SCC(=O)Nc1ccccc1C(=O)OC,3
Cc1cccc(OCc2nc(-c3nonc3N)no2)c1C,-5
CCCN(CCC)C(=O)c1cc2c(=O)n3cccc(C)c3nc2n1C,-2
CCCN1N=C(C)Cn2c1nc1c2c(=O)n(CCC(C)C)c(=O)n1C,9
Cc1ccccc1Nc1nc(-c2cccc(Cl)c2)c2c(n1)-c1ccccc1OC2,1
COc1ccc(C2c3c(n[nH]c3C(C)(C)C)OC(=N)C2C#N)c2ccccc12 (stereo not given),10
CC1(C)CC(=O)C2=C(C1)OC1=C(C(=O)CC(C)(C)C1)C2c1ccc(OCc2ccc(F)cc2)cc1,-3
CSc1cccc(NC(=O)CSc2nnc(COc3ccc(C(C)C)cc3)o2)c1,3
COc1ncc(-c2nnnn2-c2ccccc2)c(C(F)(F)F)n1,7
Cc1nn2c(=O)cc(COC(=O)c3cccc(NC(=O)COc4ccccc4Cl)c3)nc2s1,-7
CCN(C1CCCCC1)S(=O)(=O)c1ccc(OC)c(C)c1,-12
COc1cc(C)ccc1OCc1nc(C(=O)NC(C)c2csc(C)n2)co1 (stereo not given),-5
Cc1cc(-c2ccc(NC(=O)[C@@H]3CCCC[C@@H]3C(=O)O)c(C)c2)ccc1NC(=O)[C@@H]1CCCC[C@@H]1C(=O)O,-2
COc1ccc(N2CCN(C(=O)c3ccc4nc(N5CCC(C)CC5)sc4c3)CC2)cc1,-5
COc1ccc(S(=O)(=O)NCCSCc2ccccc2)c(Cl)c1Cl,-5
COc1ccccc1C(=O)Nc1c(C(=O)Nc2cc(Cl)ccc2C)sc2nc(C)cc(C)c12,3
Clc1ccc2nc(Cl)cnc2c1,-3
Cc1ccc(OCCSc2nc3ccc(NC(=O)c4ccc(F)cc4)cc3s2)cc1,0
CCCCC(=O)OC1=C(C(C)=O)N(Cc2ccccc2)S(=O)(=O)c2ccccc21,-5
Cc1nc(N2CCCC2C(=O)NCC2CC3C=CC2C32CC2)nc2cc(S(C)(=O)=O)ccc12 (stereo not given),-1
Cc1ccc(NC(=O)Cn2cc(S(=O)(=O)Cc3ccccc3)c3ccccc32)cc1C,0
CCn1c(=O)cc(SCC(=O)NCc2ccc(F)cc2Cl)c2ccccc21,-7
CNc1ncnc(Sc2c(Br)c(=O)n(C)c(=O)n2C)c1N,81*
CCCN1CCC(NC(=O)COc2ccc(Cl)cc2)CC1,5
Cc1cc(Br)cc(C=Nc2ccc3oc(-c4ccc(F)cc4)nc3c2)c1O,11
COc1ccc2nc(C(F)(F)Cl)c(C#N)c(N)c2c1,3
Cc1ccc(-n2nnnc2-c2cnc(N)nc2-c2cccc(C(F)(F)F)c2)cc1,3
COC(=O)Cc1c(C)c2ccc3c(c2oc1=O)CN(Cc1ccc(C)cc1)CO3,-8
Cc1nc(C)c(CCNS(=O)(=O)c2ccc(F)cc2)s1,2
CCOC(=O)C(NC(=O)c1ccc(F)cc1)(Nc1nnc(SCC)s1)C(F)(F)F (stereo not given),-2
Cc1ccc(-n2nnnc2-c2cccc(C)c2)cc1,-7
CN(Cc1ccccc1)S(=O)(=O)c1nnc(NC(=O)c2ccccc2Cl)s1,-3
CCOC(=O)NCCOc1cnn(-c2ccc(Cl)cc2)c(=O)c1Cl,0
CC(C)(C)OC1CC(=O)CC2C(=O)c3cccc(O)c3C(=O)C12 (stereo not given),-6
CC1=CC(=O)C(Sc2ccccc2)C(=O)O1 (stereo not given),2
Cc1oc(-c2ccc(C(F)(F)F)cc2)nc1CN1CCCCC1CCO (stereo not given),-1
COc1cc2c(cc1OC)C(COc1ccc3c(C)cc(=O)oc3c1)N(C(=O)C(C)C)CC2 (stereo not given),-4
COCCCNC(=O)c1ccc2nc(CCc3ccccc3)oc2c1,2
O=C1C(C=NCc2cccs2)C(c2ccccc2)=NN1c1nc2ccccc2s1 (stereo not given),4
COC(=O)c1c(NC(=O)COc2ccc(Cl)c(C)c2)sc2c1CCC2,-6
Nc1ncnc2c1ncn2CCOc1ccccc1,-6
Cc1ccc(N(Cc2cccs2)C(=O)c2ccccc2)cc1,-2
CCOc1ccc2nc(NC(=O)CSc3nc4ccccc4c(=O)n3CC)sc2c1,-1
O=C(CN(c1cccc(C(F)(F)F)c1)S(=O)(=O)c1ccccc1)NCCSCc1ccc(Cl)cc1,5
O=C(CSc1nc(-c2ccco2)cc(C(F)(F)F)n1)NCC1CCCO1 (stereo not given),-7
Cc1ccc(NC(c2cccnc2)c2c(C)[nH]c3ccccc23)cc1 (stereo not given),-4
COc1ccccc1C(=O)NCCn1cc(SCc2ccccc2Cl)c2ccccc21,-2
COc1ccccc1NC(=O)Cc1noc2c(C)cccc12,-5
CCOC(=O)c1ccc(NC(=O)CS(=O)(=O)Cc2nc(-c3ccc(C)cc3)oc2C)cc1,0
COC1(C)C(C)(C)C(c2ccc(Cl)cc2)C1(C#N)C#N (stereo not given),-1
O=C(NC1CC1)c1ccc(C(=O)NC2CC2)cc1,7
Cc1cc(Nc2nc3ccccc3c3nnc(C)n23)ccc1Br,4
CC1CCN(c2nn3c(=O)c(C(=O)NCCCOC(C)C)cnc3s2)CC1,-4
Cc1ccc2c(c1)C(=O)CC(CSc1nnc(NC(=O)COc3ccccc3F)s1)=N2,10
Cc1[nH]c2ccccc2c1C1(c2c(C)[nH]c3ccccc23)C(=O)N(Cc2ccccc2Cl)c2ccccc21,-2
CN(C(=O)CCC(C)(C)C(=O)O)c1ccccc1,-4
CCn1ccnc1CN1CCCCC1C(=O)Nc1ccc(-n2cnnn2)cc1 (stereo not given),4
Cc1cc([N+](=O)[O-])nn1Cc1ccccc1F,3
CCOC(=O)C(NC(=O)c1ccncc1)(OCc1ccc(OC)cc1)C(F)(F)F (stereo not given),10
CCC(=O)NC(=S)Nc1ccccc1OC,-5
Cc1ccc(S(=O)(=O)NCCOc2nc(NC(C)C)nc(NC(C)C)n2)cc1,5
Cc1noc(C)c1C(=O)Nc1cc(F)ccc1F,-2

# Source: PubChem
